Anesthetic bind = binds horse apoferritin like a general anesthetic; P02791; apoferritin/1-aminoanthracene competitive binding, fluorescence; Potency, µM (highest dose often 77.5 µM), without a hit: top-dose activity change, negative = displacement, actives largely listed as inhibitors; 350,000 tested, 0.074% active; AID 485281; note: potency is the fitted concentration of half-maximal effect; % is set by controls: 0 for no effect and ±100 for the full control effect; nearly all actives have a fitted effect of over 20% in size
Target sequence (P02791 2-175 limits assumed): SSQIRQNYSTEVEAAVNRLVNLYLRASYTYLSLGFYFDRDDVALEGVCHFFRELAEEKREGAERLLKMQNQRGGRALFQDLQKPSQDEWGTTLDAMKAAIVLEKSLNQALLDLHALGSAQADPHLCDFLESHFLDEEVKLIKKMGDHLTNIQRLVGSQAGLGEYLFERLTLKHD
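Horse-spleen apoferritin (10 uM) in 50% saturated 1-aminoanthracene in PBS was incubated 10 min at room temperature with compound. Fluorescence (ex 380, em 535 nm) was normalized to free and bound 1-AMA, with concentration-response fitted by a four-parameter Hill equation.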
POLB inh = inhibitors of human DNA polymerase beta. P06746. Potency, µM (series often up to 114 µM), for the others: at the top dose activity change, negative = inhibition, most hits filed as inhibitors. 340,000 tested, 1.3% active. Pol beta primer extension/strand displacement, fluorescence kinetic; note: potency is the fitted concentration of half-maximal effect; % is set by controls: 0 for no effect and ±100 for the full control effect
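Pol beta (10 nM) and compounds were preincubated 15 min at room temperature, then 50 nM substrate (final) started primer extension/strand displacement. Reads were taken at 0 and 10 min; concentration-response data were fitted to a four-parameter Hill equation.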
ALOX12 inh = ALOX12 (human) lipoxygenase inhibition. P18054. purified 12hLO, xylenol orange hydroperoxide absorbance. Potency, µM (highest dose often 108 µM), without a hit: at the highest dose activity change, negative = inhibition, usual class: inhibitors. 580,000 tested, 1.1% active; note: potency is the fitted concentration of half-maximal effect; % is set by controls: 0 for no effect and ±100 for the full control effect
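Purified human 12hLO at 150 nM in 25 mM Hepes, 0.01% Triton X-100, pH 7.0, preincubated 15 min at room temperature with compound. Reaction started with 40 uM arachidonic acid, 30 min at room temperature. Hydroperoxide measured by Fe-xylenol orange, 573/405 nm absorbance ratio.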
ERG-DNA inh = blocks human ERG Ets domain binding to DNA. 370,000 tested, 0.028% active. AID 624246. fluorescence polarization, His-ERG Ets domain / labelled DNA. P11308. Potency, µM (doses to about 76.9 µM), without a hit: at the top dose FP activity, negative = inhibition, actives largely listed as inhibitors; active = well fitted inhibition curve with a large enough effect in the polarisation, with a control signal flat; inconclusive = small, poorly fitted or top-dose-only effect, or effect the other way, or a change in a side signal; inactive = no such curve, though single readings can be large or run the other way; the % refers to the polarisation;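 note: polarization taken with two DNA probes labelled with fluorescein and Texas red; potency is the fitted concentration of half-maximal effect; % of control where 0% means no effect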
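His-tagged ERG Ets domain (1 uM in the protein solution; 300mM KCl, 50mM Tris-HCl, 1mM EDTA, 1mM DTT, pH 7.5) received compound, then a probe mix of 5 nM fluorescein-DNA and 100nM Texas-615-DNA. Fluorescence polarization was read for both dyes.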
POLH inh = DNA polymerase eta (human) inhibition | Q9Y253 | 390,000 tested, 1.2% active | recombinant Pol eta, fluorescent DNA replication assay | Potency, µM (top dose mostly 114 µM), for the others: top-dose activity change, negative = inhibition, usual class: inhibitors; note: potency is the fitted concentration of half-maximal effect; % is set by controls: 0 for no effect and ±100 for the full control effect
Target sequence (Q9Y253 whole entry, looked up): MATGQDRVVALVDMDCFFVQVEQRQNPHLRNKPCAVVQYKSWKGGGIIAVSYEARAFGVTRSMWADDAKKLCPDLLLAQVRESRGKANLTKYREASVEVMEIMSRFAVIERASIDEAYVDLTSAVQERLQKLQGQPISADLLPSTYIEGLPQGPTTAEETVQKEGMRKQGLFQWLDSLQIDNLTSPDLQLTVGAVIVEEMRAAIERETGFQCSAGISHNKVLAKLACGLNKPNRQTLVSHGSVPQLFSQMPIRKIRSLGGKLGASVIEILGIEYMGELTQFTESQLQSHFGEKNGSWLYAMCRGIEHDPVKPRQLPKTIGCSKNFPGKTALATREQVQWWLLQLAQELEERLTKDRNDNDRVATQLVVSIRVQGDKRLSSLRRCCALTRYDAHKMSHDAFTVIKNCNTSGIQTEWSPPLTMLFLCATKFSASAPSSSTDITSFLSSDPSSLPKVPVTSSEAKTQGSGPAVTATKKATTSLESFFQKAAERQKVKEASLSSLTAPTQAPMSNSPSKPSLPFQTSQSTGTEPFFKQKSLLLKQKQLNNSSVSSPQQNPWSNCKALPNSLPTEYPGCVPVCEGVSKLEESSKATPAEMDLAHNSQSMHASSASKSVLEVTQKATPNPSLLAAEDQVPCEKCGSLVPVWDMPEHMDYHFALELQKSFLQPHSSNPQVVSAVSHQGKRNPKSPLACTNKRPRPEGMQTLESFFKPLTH
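Fluorescent replication assay: 50 nM final substrate added after a 15 min room-temperature compound preincubation with 10 nM enzyme. Signal taken at 0 min and again at 10 min.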
APEX1 inh = APE1 (human) endonuclease inhibition; 350,000 tested, 0.35% active; P27695; recombinant APE1, TAMRA/BHQ-2 abasic DNA cleavage fluorescence; Potency, µM (highest dose often 65.8 µM), inactives show at the top dose activity change, negative = inhibition, most hits filed as inhibitors;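 note: potency is the fitted concentration of half-maximal effect; plate controls were vehicle for no effect and reference inhibitor for full effect; nearly all actives have a fitted effect of over 55% in size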
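0.75 nM APE1 + cpd, 15 min RT; start w/ 50 nM TAMRA/BHQ-2 THF-abasic dsDNA; kinetic fluor 525/598 nm ×3 reads @60 s; Δ(read3−read1); normalized to DMSO and NSC13755 control wells.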
LDHA inh = blocks human lactate dehydrogenase A; purified LDHA, NADH/diaphorase-resazurin fluorescence; hits give low values; activity change, % (values are at about 110 or 230 µM); 480,000 tested, 0.15% active; in the data active = activity change below about -30%; inconclusive = mostly about -25% to -30%;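 note: plate controls were DMSO wells for no effect and wells without enzyme for full effect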
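Remaining NADH was detected by diaphorase (0.133 mg/mL) converting 37 µM resazurin to fluorescent resorufin, read at 0 and 20 minutes. The preceding 5-minute room-temperature reaction used 2 nM LDHA, 0.2 mM sodium pyruvate and 0.06 mM NADH at pH 7.4.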
RGS4 inhibitor = blocks human RGS4-accelerated GTP hydrolysis | Potency, µM (doses to about 114 µM), inactives show top-dose activity change, negative = inhibition, usual class: inhibitors | 390,000 tested, 0.039% active | Transcreener GDP fluorescence polarization, RGS4-accelerated GTP hydrolysis | P49798; note: potency is the fitted concentration of half-maximal effect; % is set by controls: 0 for no effect and ±100 for the full control effect; nearly all actives have a fitted effect of over 75% in size; some results filed as inactive show a strong effect at the top dose
Target sequence (P49798 whole entry, looked up): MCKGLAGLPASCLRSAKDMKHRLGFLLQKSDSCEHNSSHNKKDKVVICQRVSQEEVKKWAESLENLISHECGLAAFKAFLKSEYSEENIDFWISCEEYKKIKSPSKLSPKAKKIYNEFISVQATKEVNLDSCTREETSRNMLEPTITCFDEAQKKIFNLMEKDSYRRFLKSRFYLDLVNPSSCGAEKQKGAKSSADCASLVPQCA
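MLSMR compounds (23 nl, pin-transferred) preincubated 10 min at room temperature with a 500nM (2x) first reagent, then RGS4 at 900nM (2x) plus Transcreener GDP mix added; fluorescence polarization (620/688 nm) read before and after 90 min at 30 °C.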
Pol kappa inh = blocks human DNA polymerase kappa activity; Potency, µM (doses to about 107 µM), without a hit: at the top dose activity, negative = inhibition, hits mostly inhibitors; AID 588579; Q9UBT6; 400,000 tested, 0.53% active; purified Pol kappa, fluorescent DNA synthesis assay, 10 min; note: potency is the fitted concentration of half-maximal effect; % is set by controls: 0 for no effect and ±100 for the full control effect
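50 nM final substrate added after 15 min RT preincubation of 10 nM Pol kappa with compound; fluorescence read at 0 and 10 min.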
An asterisk follows results filed as active; ? = inconclusive; . = no result given; & = joins results of further samples; [ ] = another dose, or the depositor's remark. Unless noted, calls come from the whole dose curve; as a rule, active = well fitted curve in the direction sought with a large enough effect; inconclusive = small, poorly fitted or top-dose-only effect, or another doubt; inactive = no such curve, though single readings can be large; an effect the other way counts as inactive or inconclusive.

SMILES	Anesthetic bind	POLB inh	ALOX12 inh	ERG-DNA inh	POLH inh	APEX1 inh	LDHA inh	RGS4 inhibitor	Pol kappa inh
COc1ccc2[nH]c3c(=O)n(CCCCCC(=O)NCCC(C)C)c(=S)[nH]c3c2c1	2%	30%	-1%	5%	9%	5%	-9	4%	-18%
CC1O[C@@H](OC2C(O)C(O)C(CO)O[C@H]2OC2C[C@]3(C)C(CC(O)C4[C@@H]([C@]5(C)CC[C@@H](C(C)(C)O)O5)CC[C@]43C)[C@@]3(C)CCC(O)C(C)(C)C23)C(O)C(O)C1O (some centres undefined)	.	.	-7%	-10%	-13%	10%	-1	-3%	6%
Cc1[nH]n(-c2ccccc2)c(=O)c1C(c1ccc(O)c([N+](=O)[O-])c1)c1c(C)[nH]n(-c2ccccc2)c1=O	.	.	0%	0%	28µM*	.	-1	-44%	-32%
Cc1cc(C)c(C(=O)C(C)OC(=O)C2=COCCO2)cc1C (centres undefined)	-13%	70%	4%	4%	-6%	8%	-3	-18%	-5%
O=C(NCC1CCCO1)C(=O)NCC(c1ccco1)N1CCN(c2ccccc2)CC1 (centres undefined)	-8%	8%	-10%	8%	-1%	4%	-2	-19%	-7%
CC(C)NC(=O)COC(=O)c1cncc(Br)c1	-7%	30%	-9%	0%	2%	-6%	-5	-5%	-4%
O=C1NC(c2ccccc2)Oc2ccccc21 (centres undefined)	-11%	13%	17%	2%	1%	4%	-7	2%	-1%
O=C(O)C1CN(CCCP(=O)(O)O)CCN1 (centres undefined)	.	5%[57.1 µM]	.	.	3%[57.1 µM]	?	.	?	-20%[60.1 µM]
Cc1ccccc1CN1CCN(CC(=O)NCc2ccccc2)C1=O	-1%	3%	-9%	-2%	-13%	1%	2	2%	-5%
Cc1ccc(-c2nnc(N(C)C(=O)c3cccnc3)s2)cn1	-11%	40%	-19%	-1%	4%	0%	-1	2%	-9%
Cc1ccc(-c2nn[nH]n2)o1	-6%	13%	-15%	13%	-12%	?	-3	4%	-4%
O=C(Nc1ccc(N2CCOCC2)c(Cl)c1)c1ccc(Cl)cc1	-22%	-11%	2%	-4%	-10%	-5%	-5	-16%	-25%
O=C(COc1ccc(Cl)cc1)NNC(=O)c1ccc2c(=O)n3c(nc2c1)CCC3	.	.	-14%	10%	-23%	1%	-5	-15%	-10%
CCCN1C(C(=O)c2ccccc2)=C(OC(=O)c2ccc(OC)cc2)c2ccccc2S1(=O)=O	-18%	-24%	-19%	-6%	-30%	.	0	-12%	-25%
CC1=NC(C)(C)Cc2cc(C)c(C)cc21	-10%	-3%	-2%	16%	-13%	3%	-3	7%	0%
COc1ccc(C2=C(C)C(=O)N(Cc3ccc(C(=O)NCc4cccc(C)c4)cc3)S2(=O)=O)cc1	47%[activator]	6%	-28%	8%	.	.	-1	-6%	-20%
Cc1ccc(C2NC(C(=O)O)CS2)cc1 (centres undefined)	0%	-1%	?	.	.	4%	.	.	.
CC1=C(C(=O)Nc2ccc(C)cc2C)C(c2ccc(C)o2)NC(=O)N1 (centres undefined)	-4%	28%	0%	-9%	-13%	-4%	-6	-2%	-15%
Cc1c(C(=O)N2CCC(C)CC2)c(S(=O)(=O)N2CCN(c3cccc(Cl)c3)CC2)c(C)n1C	-14%	-13%	?	6%	5%	.	-1	-9%	-10%[60.1 µM]
Cc1ccc(C2=C(O)c3ccccc3C(=O)C2=O)cc1	-7%	?	?	7%	-12%	7%	9	7%	-3%
CC(C)CN(CCNC(=O)CC1Oc2ccccc2NC1=O)CC(C)C (centres undefined)	-7%	16%	7%	9%	2%	4%	4	10%	-4%
O=C(Cc1ccc(-n2c(=O)c3sccc3n(Cc3ccc(F)cc3)c2=O)cc1)NCc1ccco1	-4%	?	?	-6%	-19%	13%	-3	-12%	4%
COc1ccc(/C=C/C(=O)c2ccc3c(c2)OCO3)c(OC)c1	-15%	-2%	?	3%	-20%	-7%	-1	7%	-3%
COc1ccccc1N1CCN(/N=C/c2cc(OC)c(OC(C)=O)c(OC)c2)CC1	-2%	14%	11%	-6%	-13%	6%	-3	-1%	-21%
Cc1cc(C)c(C(N)=O)c(Nc2cccc(Cl)c2C)n1	0%	3%	18%	.	-6%	-1%	-1	28%	-12%

Shown as a hit in POLH inh, among the entries above:
SMILES,POLB inh,ALOX12 inh,ERG-DNA inh,POLH inh,LDHA inh,RGS4 inhibitor,Pol kappa inh
Cc1[nH]n(-c2ccccc2)c(=O)c1C(c1ccc(O)c([N+](=O)[O-])c1)c1c(C)[nH]n(-c2ccccc2)c1=O,.,0%,0%,28µM*,-1,-44%,-32%

Going on with the list:
SMILES	Anesthetic bind	POLB inh	ALOX12 inh	ERG-DNA inh	POLH inh	APEX1 inh	LDHA inh	RGS4 inhibitor	Pol kappa inh
Cc1nc(C)c(-c2ccc(SCC(=O)Nc3ccc(F)c(F)c3)nn2)s1	-18%	-5%	-17%	12%	-14%	.	-4	-3%	-2%[60.1 µM]
O=S(=O)(O)c1ccc(Cl)c(Cl)c1	.	.	1%	16%	-16%	.	-11	-4%	-9%
CC(C)CNC(=O)C(=O)NC1CCCC1	.	.	0%	5%	-14%	.	-3	-4%	-3%
CCOC(=O)C(C(C)=O)c1nc(C)nc2c1nnn2Cc1ccccc1Cl (centres undefined)	-7%	16%	-14%	-4%	1%	2%	-3	9%	-22%
Cc1cc(C(=O)C(=O)N(C)C)c(C)n1-c1ccc(Cl)cc1	-8%	-25%	-14%	16%	-7%	-3%	0	10%	3%
CCOc1ccc(C(=O)c2cn(Cc3cccc(OC)c3)c3cc4c(cc3c2=O)OCO4)cc1	-17%	-1%	1%	-2%	-13%	.	-12	2%	-9%
CC(C)c1ccc(NC(=O)NCc2ccccn2)cc1	-13%	-1%	1%	19%	-7%	37%	-3	-1%	-6%
O=C(NCC1CCCO1)C(c1ccc(F)cc1)N(CCCN1CCOCC1)C(=O)c1ccc(-c2ccccc2)[nH]1 (centres undefined)	-15%	17%	-3%	-7%	-23%	3%	-6	10%	-1%
COc1ccc(/C(C)=N\NC(=O)CSc2nnc(C)s2)cc1	-1%	18%	18%	4%	-13%	4%	-7	-1%	-8%
COCCCn1c(SCC(=O)NC2CCCCC2)nnc1-c1ccncc1	-6%	15%	0%	10%	0%	3%	-3	-11%	-8%
O=C(c1ccc(-c2nnc(-c3ccccc3)o2)cc1)N1CCCCCC1	-11%	3%	0%[57.4 µM]	-3%	-14%	-3%	-1	3%	-6%
O=C1CC(c2ccccc2)CC(O)=C1C=Nc1ccccc1Cl (centres undefined)	-1%	3%	-1%	-12%	-7%	7%	-12	-14%	-12%
Cc1cc(C(=O)NCc2cccs2)c(C)o1	-9%	-10%	-22%	3%	-9%	2%	12	-43%	-10%
CCN(Cc1ccccc1)C(=O)Cn1c(=O)n(-c2ccc(F)c(Cl)c2)c(=O)c2sc3ccccc3c21	-13%	6%	-17%	-4%	-19%	.	1	-1%	8%
COc1ccc(N2CCN(C(=O)COc3ccc4c(C)cc(=O)oc4c3)CC2)cc1	?	0%	1%	-8%	-22%	-4%	3	-14%	12%
C[C@@H](C(=O)Nc1ccc2ccccc2c1)[C@@H]1C[C@@]1(C)[C@@H](NC(=O)c1cccnc1)c1ccccc1	6%&-21%	-1%	0%	9%	-8%	3%&-7%	-1	7%	-12%
CCOc1ccccc1CNC(=O)C1CCC(=O)N1C(C)C (centres undefined)	-6%	0%	26%	-4%	3%	-6%	-7	2%	-7%
Cn1nc(C(F)(F)F)c(-c2ccccc2)c1NC(=O)c1nccnc1C(=O)O	10%	10%	4%	8%	-4%	0%	3	10%	4%
CCn1c(O)c(N=NC(=O)CNC(=O)/C=C/c2ccccc2)c2ccccc21	-7%	0%	-9%	-4%	9%	41%	-7	32%[11.4 µM]	-2%
O=C(Nc1ccccc1)N1N=C(c2cccs2)CC1c1cccs1 (centres undefined)	15%	26%	6%	.	-10%	2%	4	5%	-19%
CC(C)=CCc1c(C)nc2ccccc2c1C(=O)O	-7%	15%	?	2%	-12%	1%	-5	31%	-1%
COc1ccc(OC)c(S(=O)(=O)N2CCC3(CC2)OCCN3S(=O)(=O)c2ccccc2)c1	.	.	1%	-1%	-16%	-7%	-4	-15%	-7%
COc1ccc(CCNC(=O)Cc2ccc(NS(=O)(=O)c3ccc(F)cc3)cc2)cc1OC	.	.	0%	0%	-13%	21%	-4	11%	-9%
COc1ccc(-c2ccc(SCC(=O)NCc3ccc4c(c3)OCO4)nn2)cc1OC	-14%	-4%	0%	?	-19%	15%	3	-22%	9%
O=C(NC1CCCC1)C(c1ccccc1)N(Cc1ccccc1)C(=O)c1csnn1 (centres undefined)	-18%	7%	-21%	3%	-16%	-6%	0	-8%	-8%
COc1ccc(OC)c(CCNC(=O)c2cnn(-c3ccccc3Cl)c2C2CCN(C(=O)OC(C)(C)C)CC2)c1	-9%	0%	-7%	0%	-21%	.	1	0%	-3%
CCOC(=O)N1CCC(Nc2c(N3CCN(c4cc(Cl)ccc4C)CC3)c(=O)c2=O)CC1	-21%	28%	-3%[57.4 µM]	-10%	-19%	-3%	-1	11%	4%
CCOC(=O)c1c(S(=O)(=O)N2CCC(C(=O)NCc3cccc(C)c3)CC2)c(C)n(C)c1C	-6%	7%	-16%	5%	-17%	.	-4	13%	-10%[60.1 µM]

Assay outcomes from PubChem BioAssay.

An excerpt (hit frequency here may not be typical).
